EWS-Fli block – blocks EWS/Fli oncoprotein-driven transcription; A673 NR0B1-luciferase reporter, viability-normalised; inhibition, % at 12.6 µM; 350,000 tested, 0.67% active; AID 651661;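 active means mean inhibition of at least 50% after viability correction, with every replicate also passing that limit; inconclusive means mean reaches 50% but only one of two replicates passes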;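 further: firefly luciferase signal divided by Alamar Blue viability fluorescence both relative to DMSO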
DENV2 CPE – protects cells from dengue virus 2 cytopathic effect. DENV2-infected cells, cytopathic effect rescue, plate reader. CPE inhibition, % at 9.99 µM. 350,000 tested, 1.7% active. AID 651640; in the data active means CPE inhibition above about 20%, passing the limit was not always enough; inconclusive means no clear call, values can overlap the other calls; tested in BHK-21 cells;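 further: 0% = median of neutral control wells and 100% = median of positive control wells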
CFTR F508del cor – correctors of CFTR F508del function in bronchial epithelial cells. CFBE cells, YFP halide quenching; stimulated with forskolin plus potentiator P3; % fluorescence drop versus neutral controls. activity (quench increase), % at 7.58 µM. 350,000 tested, 0.36% active;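 active means mean added fluorescence quench of at least 8% versus neutral control, with both replicates also reaching 8%; inconclusive means only one of the mean or replicate conditions met; inactive means mean below 8% and not both replicates reaching 8%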;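 further: cells transiently co-express mutant CFTR-F508del with the halide-sensitive YFP; corrector assay measuring rescue of mutant channel to the surface after 24 h compound exposure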
miR122 inh – miR-122 inhibition in Huh7 cells | Huh7 miR-122 Renilla luciferase sensor, 48 h; neutral wells = 0, positive control = 100 | activation (reporter increase), % at 12.5 µM | 340,000 tested, 0.3% active;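 active means mean replicate activation score at least 90 and every replicate individually at or above 90; inconclusive means only one of the two criteria met; inactive means neither criterion met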;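 further: higher luciferase means less miR-122 activity so hits act as miR-122 inhibitors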
GSIS activator – primary screen for activators of insulin secretion dependent on glucose, INS-1E cells, GLuc reporter luminescence; INS-1E GLuc reporter insulin secretion, 2-3 h; activation, % at 16.6 µM; 370,000 tested, 0.61% active; AID 743287;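 active means lowest replicate activation of at least 40%, so every replicate reaches that level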;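 further: 0% = median of neutral control wells and 100% = median of IBMX positive control wells; some compounds called inactive have numbers as strong as hits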
PAX8 reporter – lowers PAX8-driven luciferase in RMG-I cells | inhibition, % at 12.6 µM | 360,000 tested, 1.2% active | RMG-I TPO-luciferase reporter, SteadyGlo, 24 h | AID 652154;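 active means mean replicate inhibition at least 60% with every replicate also reaching 60%; inconclusive means only one of the two criteria is met; inactive means mean below 60% and not all replicates reaching 60%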;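 further: luciferase light reporting Pax8 driven TPO promoter activity; plate controls were median of neutral control wells for no effect and mitoxantrone controls for full effect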
FN deposit inh – fibronectin deposition inhibition; AH1F fibroblasts, Alexa488-fibronectin deposition fluorescence, overnight; inhibition, % at 12.6 µM; 350,000 tested, 0.086% active; AID 743247;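 active means mean inhibition across replicates of 30% or more, regardless of how many single replicates reach that level; inconclusive means mean under 30% yet at least half of replicates reach 30%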;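 further: positive control wells lacked labelled fibronectin entirely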
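Test system: AH1F fibroblast monolayer depositing Alexa488-labelled fibronectin into matrix. Input: 10000 cells per well. Technique: fluorescence, ex 485 nm, em 525 nm. Buffer or medium: DMEM plus 2% serum, read in PBS. Timing: 1 h cell adhesion before compound, then overnight fibronectin incubation. Compound: single dose, pinned. Read-out basis: inhibition from reduced deposited-fibronectin fluorescence.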
An asterisk follows results filed as active; ? = inconclusive; . = not tested or not shown; [ ] = remark or other dose.

Order of values – miR122 inh	EWS-Fli block	GSIS activator	DENV2 CPE	CFTR F508del cor	PAX8 reporter	FN deposit inh
> CC(C)(C)n1nnnc1C(c1ccccc1)N1CCN(c2ccccn2)CC1 (stereo not drawn)
→ .	-5.0	-5.9	1.8	3.3	-3.8	8.0
> O=C(COC(=O)CNS(=O)(=O)c1ccc(F)c(F)c1F)NC1CC1
→ -3.7	1.6	12.1	-0.2	-1.7	0.9	.
> COc1cc2c(cc1OC)-c1cc(Nc3cccc(F)c3)nc(=O)n1CC2
→ -4.9	5.1	28.6	-3.6	0.2	-46.1	12.0
> CC(=O)N1[C@H](C(=O)NCc2ccccc2)[C@@H](CO)[C@@H]2Cn3c(cccc3=O)[C@@H]21
→ .	.	6.8	-1.8	2.4	-15.4	.
> Cc1ccc(NC(=S)Nc2cccc3cnccc23)cc1
→ 8.4	-76.0	-13.7	71.9*	-5.5	10.0	1.2
> O=C(Nc1ccn(CCCNC2CCN(Cc3ccccc3)CC2)c(=O)n1)OCc1ccccc1
→ -10.9	-4.3	12.1	3.0	9.0*	-4.0	-0.2
> Cn1ccs/c1=N\C(=O)Nc1cccc(Cl)c1
→ .	-80.9	-1.0	9.0	-1.0	-254.6	-7.7
> Cc1ccc2c(c1)C=CC(C)(C)S2(=O)=O
→ 14.2	4.2	8.3	7.4	-0.9	3.3	-0.8
> C[C@@H]1CCCCO[C@@H](CN(C)Cc2ccccc2)[C@@H](C)CN([C@@H](C)CO)C(=O)c2cc(NS(=O)(=O)c3ccccc3)ccc2O1
→ 0.8[16.7 µM]	7.5	-8.7	-3.8	2.2	2.6	.
> O=C(OCc1ccccc1)N1C=CC2CC1c1c(Cl)cccc12 (stereo not drawn)
→ 4.2	0.5	.	2.5	-3.1	-5.3	.
> O=c1c(-c2ccc(F)cc2)[n+]([O-])c2ccccc2n1OCc1ccccn1
→ 0.5	-5.9	7.6	-1.2	-2.0	-9.4	-6.6
> C[C@H]1CN([C@@H](C)CO)C(=O)c2cc(NC(=O)CCCN(C)C)ccc2O[C@@H]1CN(C)C(=O)Nc1cccc2ccccc12
→ 2.3[16.7 µM]	0.0	6.0	-7.7	-1.9	-3.9	-7.1
> Cc1ccc(NC(=O)CCn2nc(C)cc2C)cc1
→ -4.5	.	.	.	.	-3.4	-1.7
> O=C(C[C@H]1CC[C@H]2[C@@H](COC[C@H](O)CN2Cc2ccc(F)cc2)O1)NCCc1ccccc1
→ -4.6[16.7 µM]	4.5	-12.7	1.1	-1.9	14.1	-4.8
> C[C@H]1CN([C@@H](C)CO)C(=O)c2cc(NS(=O)(=O)c3cn(C)cn3)ccc2O[C@H]1CN(C)S(=O)(=O)c1cccs1
→ 3.0[16.7 µM]	4.5	12.1	4.7	-2.4	.	.
> CCOc1cc(-c2ccccc2)nc2c1CN(S(=O)(=O)c1ccc(C)cc1)C(c1cccc(Cl)c1)C2 (stereo not drawn)
→ .	7.3	17.2	15.3	0.1	-6.4	4.3
> COc1ccc(CNC(=O)CN(C)S(=O)(=O)c2ccc(Cl)cc2)cc1
→ -1.8	0.2	-0.8	2.2	-1.3	3.9	-5.8
> Cc1ccc(S(=O)(=O)N(C)C[C@@H]2Oc3ccc(NC(=O)Cc4ccccc4)cc3CC(=O)N([C@@H](C)CO)C[C@@H]2C)cc1
→ -2.0[16.7 µM]	-3.2	10.0	-1.8	2.5	21.1	.
> CC(C)CC#Cc1ccc2c(c1)O[C@H](CN(C)C)[C@H](C)CN([C@@H](C)CO)S2(=O)=O
→ 10.1[16.7 µM]	-6.4	-6.3	14.9	0.5	.	3.8
> C/C(=N/NC(=O)c1cc(O)c(O)c(O)c1)c1ccc([N+](=O)[O-])cc1
→ .	-16.8	1.8	-0.5	-1.5	27.9	2.1

(next part)
Order of values – miR122 inh	EWS-Fli block	GSIS activator	DENV2 CPE	CFTR F508del cor	PAX8 reporter	FN deposit inh
> O=C(c1cccc(F)c1)N1CC(=O)N2[C@@H](CO)[C@H](c3ccc(C4=CCCCC4)cc3)[C@@H]2C1
→ .	-6.1	-19.7	-4.3	0.2	-20.3	16.7
> CN(Cc1ccccc1)C(=O)CN1CCN(S(=O)(=O)c2ccc(Cl)c(Cl)c2)CC1
→ -18.1	2.3	-27.7	-0.7	1.6	9.0	-3.9
> CC(=O)C1=C(NC(=O)c2ccc(F)cc2)CC2C1C2(C)C (stereo not drawn)
→ -3.9	.	.	.	.	-17.2	1.8
> O=C(NCc1cccc(F)c1)Nc1nnc([C@H]2C[C@H](O)[C@@H](CO)O2)s1
→ -1.1	-6.6	4.3	31.2*	-0.7	7.4	2.7
> NC(=O)COC(=O)c1cc([N+](=O)[O-])ccc1NCCO
→ -2.5	-1.2	25.6	.	-0.2	-0.7	-5.9
> COCCCn1c(=NC(=O)c2ccncc2)c(C#N)cc2c(=O)n3cccc(C)c3nc21
→ -21.4	.	.	.	.	16.7	-8.3
> Cn1c(=O)c2c(-c3ccccc3)n(-c3cc(C(=O)O)ccc3O)cc2n(C)c1=O
→ -0.2	-23.2	2.1	-2.5	-3.0	-18.8	1.5
> CCN(CC(=O)Nc1cc(Cl)ccc1C)C(=O)Cc1sc(C)nc1-c1ccc(F)cc1
→ -12.7	5.3	-11.3	.	-1.9	26.9	16.3
> COc1ccc(-c2nc3ccc(C(=O)NCC(OC)OC)cc3nc2-c2ccc(OC)c(OC)c2)cc1OC
→ -0.2	15.9	-18.3	8.3	-0.9	6.7	0.3
> COc1ccc(CN2C[C@@H](C)[C@H](OC)CN(C)C(=O)c3ccc(NC(C)=O)cc3OC[C@H]2C)cc1
→ .	-1.5	.	-7.6	1.5	4.0	.
> c1ccc(C(=C2CCCO2)c2ccccc2)cc1
→ .	-3.6	-6.4	-1.5	3.2	-4.4	-5.7
> O=C(Cc1cccc2ccccc12)Nc1cc(Cl)ccc1C(=O)O
→ 1.1	25.3	-4.9	-1.0	-1.6	11.9	-4.3
> O=C(Nc1cccc(F)c1)N[C@@H]1CC[C@@H](CCn2cc(Cc3ccccc3)nn2)O[C@H]1CO
→ .	-9.3	-26.8	-4.0	1.6	-7.3	.
> C[C@@H]1CN([C@H](C)CO)C(=O)c2cccc(NC(=O)Nc3cccc4ccccc34)c2O[C@H]1CN(C)C(=O)Nc1ccc2c(c1)OCO2
→ -0.9[16.7 µM]	4.4	1.4	-0.7	0.5	.	4.9
> O=C(CNC(=O)c1ccc(F)cc1)N/N=C/c1cccnc1
→ 0.5	-2.5	6.2	5.4	1.1	23.1	7.3
> COc1ccc(C2=NN(c3ccc(C(=O)O)cc3)C(c3ccc(OC)c(OC)c3)C2)cc1 (stereo not drawn)
→ 0.0	0.0	53.1*	7.7	-1.7	-59.6	6.2
> CC(C)NC(=O)Nc1cccc2c1O[C@H](CN(C)C(=O)Nc1cccc3ccccc13)[C@H](C)CN([C@H](C)CO)C2=O
→ -4.4[16.7 µM]	-4.5	0.4	1.9	0.5	-3.1	.
> Cc1c(N2C(=O)/C(=C3\C(=O)N(CC(=O)O)c4ccccc43)SC2=S)c(=O)n(-c2ccccc2)n1C
→ -2.9	1.7	4.2	-0.8	4.6	8.2	1.7
> Cc1ccccc1-n1ccnc1SCC(=O)NC1CCCC1
→ 6.7	.	-3.5	-2.0	0.7	-5.7	-4.5
> OCC1(Cc2ccccc2)CCN(Cc2ccc(-c3ccco3)cc2)CC1
→ .	15.5	-37.5	-4.9	-0.8	12.4	-6.3

Next part:
Order of values – miR122 inh	EWS-Fli block	GSIS activator	DENV2 CPE	CFTR F508del cor	PAX8 reporter	FN deposit inh
> COc1ccc(/C=C(\C#N)C(=O)OCC(=O)NC(=O)NCCC(C)C)cc1
→ .	-9.4	-18.7	.	-1.4	-18.6	1.2
> O=C(NC1CCCC1)[C@@H]1[C@@H](CO)[C@@H]2Cn3c(ccc(-c4cccnc4)c3=O)[C@H]1N2CC1CC1
→ 1.5[16.7 µM]	-1.1	12.6	.	-0.9	-17.7	.
> CCN1C(=O)/C(=C/c2ccc(N3CCCC3)cc2)NC1=S
→ -8.7	.	9.8	.	.	36.9	-6.8
> Cc1ccc(-n2c(C)cc(C)c(C#N)c2=O)cc1C
→ .	-1.2	1.5	-2.4	.	-1.8	-1.8
> C/C(=C\C(=O)c1ccc(Br)cc1)NNC(=O)c1ccc(O)cc1
→ .	-0.3	.	-5.1	-1.5	21.0	2.7
> CC(C)CC#Cc1ccc2c(c1)O[C@H](CN(C)CC1CCOCC1)[C@H](C)CN([C@@H](C)CO)S2(=O)=O
→ 29.2[16.7 µM]	16.9	-5.8	?	4.5	.	.
> Cc1ccc(S(=O)(=O)Nc2ccc3c(c2)C(=O)N([C@@H](C)CO)C[C@@H](C)[C@@H](CN(C)CC2CCCCC2)OCCCC[C@@H](C)O3)cc1
→ -17.3[16.7 µM]	22.6	-9.6	16.8	-1.2	19.0	.
> O=C(COC(=O)c1cn(-c2ccccc2)nc1-c1ccc(F)cc1)Nc1ncc(Cl)cc1Cl
→ .	-7.6	-0.8	-4.0	-3.5	4.1	-4.8
> COc1ccc(OC)c(NC(=O)C2(C)CCN2Cc2ccsc2)c1 (stereo not drawn)
→ -10.5	-2.9	-5.5	-1.1	3.0	4.4	.
> Cc1ccc(C(CCN(Cc2ccccc2)C(=O)c2ccco2)c2ccco2)cc1 (stereo not drawn)
→ -5.0	-2.8	18.4	-2.6	4.2	8.8	-3.2
> COCC#Cc1cnc2c(c1)C(=O)N([C@@H](C)CO)C[C@@H](C)[C@H](CN(C)S(=O)(=O)c1cccc(OC)c1)O2
→ 3.2[16.7 µM]	35.4	1.5	-9.6	0.7	4.6	.
> COC(=O)CCC(=O)OC1(C)C(=O)C=C2C=C(C3CC3)N(Cc3ccc4c(c3)OCO4)C=C2C1=O (stereo not drawn)
→ -1.8	-16.0	1.0	16.0	2.5	-3.7	4.6
> O=C(O)C[C@@H]1C[C@H]2c3cc(NS(=O)(=O)c4ccccc4)ccc3O[C@H]2[C@@H](CO)O1
→ 4.1[16.7 µM]	-3.5	8.3	3.7	1.4	.	-2.8
> COc1ccc(S(=O)(=O)N2CCN(C(=O)c3ccco3)CC2)cc1C(C)(C)C
→ .	1.1	-26.1	4.7	0.2	-59.7	-1.7
> O=C1NC2(CCCC2)N=C1c1ccc(Cl)cc1
→ -5.7	-9.2	9.8	3.7	1.2	.	.
> CNS(=O)(=O)c1cccc(C(=O)OCC(=O)c2c(N)n(C)c(=O)n(C)c2=O)c1
→ .	-3.6	14.4	0.0	-1.7	9.3	9.7
> COc1ccc(S(=O)(=O)N(C)C[C@H]2Oc3c(NC(=O)c4cc(C)nn4C)cccc3C(=O)N([C@H](C)CO)C[C@H]2C)cc1
→ 0.3[16.7 µM]	-2.3	-2.5	-5.9	0.2	.	-7.6
> Cc1noc(C)c1NC(=O)Nc1ccc2c(c1)C(=O)N([C@H](C)CO)C[C@H](C)[C@@H](CN(C)Cc1ccccc1)O2
→ 12.7[16.7 µM]	-1.6	10.1	22.8*	-3.9	-5.8	.
> COC(=O)CSc1ncnc2c(C)csc12
→ -3.3	1.9	21.3	?	-2.1	-2.1	4.6
> Cc1noc(C)c1S(=O)(=O)N(C)C[C@H]1Oc2ccc(NC(=O)C3CC3)cc2CC(=O)N([C@H](C)CO)C[C@@H]1C
→ 34.6[16.7 µM]	-5.7	-1.8	5.8	2.0	-2.5	.
> Oc1ccccc1-c1nc(/C=C/c2ccccc2)nn1-c1ccccc1
→ .	0.2	.	-1.6	.	-3.0	1.2
> C[C@@H]1CN([C@@H](C)CO)C(=O)Cc2cc(NS(=O)(=O)c3ccccc3)ccc2O[C@H]1CN(C)S(=O)(=O)c1ccc(Cl)cc1
→ -10.0[16.7 µM]	-1.7	3.1	-18.7	0.4	-3.4	.
